Cardiac RTF inh: cardiac RTF calcium desensitization | IANBD-labeled cardiac RTF, Ca2+ fluorescence | P19429+P45379 | hit rate 0.12% among 340,000 | inhibition, % at 7.15 µM;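 active = inhibition above the mean inhibition of all tested compounds plus 3 SD, cut at about 17% in these data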;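 also: assay run at fixed EC70 calcium of 1.6 mM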
Arr AP2 block: blocks beta-arrestin peptide binding to AP2 adaptin; FITC-arrestin peptide / GST-AP2 beads, flow cytometry; AP2 beta2 appendage carries R879A mutation; inhibition, % at 10 µM; hit rate 0.31% among 340,000;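 active = inhibition above a set limit, near 3 SD of compounds lacking own fluorescence, cut at about 54% in these data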;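 also: plate controls were DMSO wells for no effect and 5 µM unlabelled arrestin peptide for full effect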
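Test system: GST-tagged AP2 beta2-adaptin appendage (R879A) on 4 µm glutathione beads; also added: fluorescein-tagged arrestin peptide at 50 nM final; timing: 12 min plus 1 h, RT; signal: flow cytometry, FL1 (488/535 nm); read-out: percent drop in bead-associated FITC signal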
C-LANA FP: blocks KSHV LANA C-terminal domain binding to DNA | MBP-C-LANA/FAM-LBS DNA binding, fluorescence polarization | inhibition, % at 9 µM | hit rate 0.078% among 340,000 | AID 504423;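 active = highest replicate inhibition at or above 60% at 9 µM, even if other replicates fall short; inactive = all replicates below 60% inhibition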;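 also: 0% = neutral control wells and 100% = 4 µM acridine orange control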
Pemphigus Ab inh: inhibitors of pemphigus antibody binding to human desmoglein-3; AID 588358; DSG3-coupled beads, scFv-anti-DSG3-GFP binding, flow cytometry; hits give low values; hit rate 0.48% among 310,000; binding (percent of control), % at 10 µM; P32926;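 active = binding more than 3 SD below its plate's average and above zero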;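 also: hits lower antibody fragment binding to DSG3; some compounds called inactive have numbers as strong as hits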
Target sequence (P32926 whole entry, looked up, the tested form may be a part): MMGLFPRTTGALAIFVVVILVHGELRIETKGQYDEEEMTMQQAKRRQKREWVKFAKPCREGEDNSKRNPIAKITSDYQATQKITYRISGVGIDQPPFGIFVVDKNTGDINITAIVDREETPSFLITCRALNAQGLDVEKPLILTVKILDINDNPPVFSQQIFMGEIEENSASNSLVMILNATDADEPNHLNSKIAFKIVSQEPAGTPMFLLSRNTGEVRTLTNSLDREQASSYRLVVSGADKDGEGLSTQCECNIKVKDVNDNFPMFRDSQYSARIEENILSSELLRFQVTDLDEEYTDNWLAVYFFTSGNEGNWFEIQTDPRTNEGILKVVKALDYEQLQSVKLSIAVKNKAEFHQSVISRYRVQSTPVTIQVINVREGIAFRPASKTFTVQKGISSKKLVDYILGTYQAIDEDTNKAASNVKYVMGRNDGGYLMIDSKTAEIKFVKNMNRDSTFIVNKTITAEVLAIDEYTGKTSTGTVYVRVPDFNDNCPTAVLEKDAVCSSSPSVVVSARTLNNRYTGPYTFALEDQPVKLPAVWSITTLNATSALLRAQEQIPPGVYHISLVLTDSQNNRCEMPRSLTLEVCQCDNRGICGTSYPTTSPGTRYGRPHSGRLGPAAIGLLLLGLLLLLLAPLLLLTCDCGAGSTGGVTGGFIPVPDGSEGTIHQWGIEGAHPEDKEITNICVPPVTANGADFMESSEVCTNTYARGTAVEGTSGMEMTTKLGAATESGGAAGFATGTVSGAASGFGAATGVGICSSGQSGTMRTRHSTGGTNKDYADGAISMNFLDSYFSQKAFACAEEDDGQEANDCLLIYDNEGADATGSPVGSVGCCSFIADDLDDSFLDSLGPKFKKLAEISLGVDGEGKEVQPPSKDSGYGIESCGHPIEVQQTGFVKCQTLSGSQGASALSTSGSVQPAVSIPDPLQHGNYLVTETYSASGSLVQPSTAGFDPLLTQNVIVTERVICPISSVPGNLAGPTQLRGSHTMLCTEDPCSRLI
V-ATPase pH: regulators of yeast V-ATPase proton transport; hit rate 0.37% among 350,000; response, % at 10 µM; S. cerevisiae, pHLuorin cytosolic pH fluorescence; in the data active = response mostly above about 7.3%, no sharp cut-off; inactive = mostly below about 5.4%; also: actives read high; inactives centre near 0; some compounds called inactive have numbers as strong as hits
Keap1-Nrf2 PPI: Keap1-Nrf2 (human) interaction inhibition | Q14145 | inhibition, % at 9.4 µM | hit rate 0.15% among 340,000 | Keap1 Kelch-Nrf2 peptide fluorescence polarization, 1536-well; in the data active = inhibition above about 12%;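 also: human Keap1 Kelch domain with fluorescein labeled Nrf2 9mer peptide probe; 0% = neutral control wells and 100% = peptide positive control; higher means more block of Keap1 binding to Nrf2 peptide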
NSD2 inh: blocks human histone methyltransferase NSD2. NSD2 peptide methylation, AlphaScreen, 120 min. hit rate 0.54% among 310,000. O96028. inhibition, % at 12.5 µM; in the data active = inhibition above about 50%
CAL PDZ FP-1: blocks peptide binding to the human CAL PDZ domain; hit rate 0.92% among 300,000; inhibition, % at 24.9 µM; purified CAL PDZ, TMR-peptide fluorescence polarization, 1 h; AID 602252; Q9HD26;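 active = mean inhibition of at least 30% with at least half of replicates also reaching 30%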;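 also: 0% = DMSO neutral control and 100% = excess unlabeled competitor peptide PRC23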
DAGLB inh: diacylglycerol lipase beta (human) inhibition. hit rate 0.059% among 340,000. AID 504411. inhibition, % at 5.17 µM. HEK293T DAGLB membrane lysate, EnzChek fluorogenic substrate; in the data active = inhibition above about 34%;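 also: 0% = enzyme with vehicle and 100% = wells lacking enzyme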
CAL PDZ FP-2: inhibitors of human CAL PDZ peptide binding; AID 504414; Q9HD26; hit rate 0.02% among 330,000; purified CAL PDZ, TMR-peptide fluorescence polarization, 1 h; inhibition, % at 20 µM;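 active = highest replicate inhibition of at least 40%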;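 also: plate controls were DMSO neutral control wells for no effect and unlabeled competitor peptide control wells for full effect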
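Material – purified CerCALP PDZ construct · Detection – FP readout, S and P plane fluorescence · Measure – percent inhibition from loss of millipolarization · Controls – unlabelled peptide for full inhibition, DMSO wells as neutral · Probe or stimulus – TMR-labelled reporter peptide T*-PRC34 bound in PDZ groove · Times – 1 h at RT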
* marks the source's active call; other numbers are inactive results. An excerpt. The share of hits here may be higher or lower than overall.

`CCOC(=O)c1c(NC(=O)COc2cccc3c2CCN(C)C3=O)sc2c1CCC2` gave Cardiac RTF inh -9.7, Arr AP2 block 1.2, C-LANA FP 1.5, Pemphigus Ab inh 111.1, V-ATPase pH 0.2, Keap1-Nrf2 PPI -4.0, NSD2 inh 2.3, CAL PDZ FP-1 -1.8, DAGLB inh -11.6 and CAL PDZ FP-2 -1.3.
Screening Cc1ccc2nc(Nc3ccccc3O)nc(-c3ccccc3)c2c1 returned Cardiac RTF inh 7.6, Arr AP2 block 0.0, C-LANA FP -0.3, Pemphigus Ab inh 107.8, V-ATPase pH -6.0, Keap1-Nrf2 PPI -2.1, NSD2 inh -2.3, CAL PDZ FP-1 0.6, DAGLB inh 2.1 and CAL PDZ FP-2 -1.6.
Screening Fc1ccc(CSc2nnc(-c3ccccn3)o2)cc1 returned Cardiac RTF inh -8.1, Arr AP2 block 1.9, C-LANA FP 1.2, Pemphigus Ab inh 112.7, V-ATPase pH 0.4, Keap1-Nrf2 PPI -3.8, NSD2 inh -2.4, DAGLB inh -3.2 and CAL PDZ FP-2 0.5.
Screening O=C(/C=C(/c1ccc(Cl)cc1)n1cncn1)c1ccccc1 returned Cardiac RTF inh -15.9, Arr AP2 block 8.0, C-LANA FP 2.0, Pemphigus Ab inh 107.4, V-ATPase pH -0.1, Keap1-Nrf2 PPI 0.6, NSD2 inh 4.3, CAL PDZ FP-1 -2.9, DAGLB inh -2.2 and CAL PDZ FP-2 -0.4.
CC(C)c1nnc(NC(=O)c2ccc3ccccc3c2)s1 was read as Cardiac RTF inh 4.2, Arr AP2 block -0.9, C-LANA FP -1.3, Pemphigus Ab inh 97.0, V-ATPase pH -0.5, Keap1-Nrf2 PPI -1.6, NSD2 inh -1.8, CAL PDZ FP-1 -2.0, DAGLB inh -0.3 and CAL PDZ FP-2 -1.9.
CC(C)COc1ccc(/C(O)=C2/C(=O)C(=O)N(CCN(C)C)C2c2ccncc2)cc1 (configuration not stated) was read as Cardiac RTF inh -2.7, Arr AP2 block 15.8, C-LANA FP 0.0, Pemphigus Ab inh 108.2, V-ATPase pH -1.0, Keap1-Nrf2 PPI -2.0, NSD2 inh -1.8, CAL PDZ FP-1 -3.5, DAGLB inh -2.3 and CAL PDZ FP-2 -0.9.
For Cc1ccc(S(=O)(=O)Nc2ccc(NC(=O)CN3CCCCC3)cc2)cc1 the results were Cardiac RTF inh 3.6, Arr AP2 block -4.1, C-LANA FP 2.8, Pemphigus Ab inh 95.7, V-ATPase pH -1.4, Keap1-Nrf2 PPI 4.0, NSD2 inh 3.4, CAL PDZ FP-1 0.4, DAGLB inh -4.9 and CAL PDZ FP-2 -0.3.
For CC1CCCCN1CCCNC(=O)C1CCCN(c2ncnc3c2nc2n3CCCCC2)C1 (configuration not stated) the results were Cardiac RTF inh -2.8, Arr AP2 block 16.3, C-LANA FP -0.7, Pemphigus Ab inh 103.5, V-ATPase pH -1.8, Keap1-Nrf2 PPI -1.7, NSD2 inh 4.0, CAL PDZ FP-1 2.7, DAGLB inh -2.5 and CAL PDZ FP-2 0.4.
COc1cccc(CNC(=O)CCC2CCCN(Cc3ccc(OC(F)F)cc3)C2)c1 (configuration not stated) was read as Cardiac RTF inh -5.6, Arr AP2 block 6.9, C-LANA FP 0.4, Pemphigus Ab inh 106.8, V-ATPase pH 1.3, Keap1-Nrf2 PPI -5.6, NSD2 inh 2.4, CAL PDZ FP-1 7.3, DAGLB inh -1.7 and CAL PDZ FP-2 -0.1.
Screening Cc1ccccc1CNC(=O)c1ccccc1C returned Cardiac RTF inh -2.2, Arr AP2 block 25.9, C-LANA FP -3.9, V-ATPase pH 0.3, Keap1-Nrf2 PPI -6.2, NSD2 inh -1.5, CAL PDZ FP-1 2.0, DAGLB inh -0.4 and CAL PDZ FP-2 0.1.
COc1ccc(N(C)S(=O)(=O)c2cccc(C(=O)N3CCN(S(=O)(=O)c4ccc(C)cc4)CC3)c2)cc1 was read as Cardiac RTF inh -3.7, Arr AP2 block -7.6, C-LANA FP -1.0, Pemphigus Ab inh 100.3, V-ATPase pH -1.8, Keap1-Nrf2 PPI 4.5, NSD2 inh -0.5, CAL PDZ FP-1 -1.8, DAGLB inh 3.1 and CAL PDZ FP-2 -2.9.
For COC(=O)c1ccc(-n2cc(-c3ccc(OC)cc3)[nH]c2=S)cc1 the results were Cardiac RTF inh -1.1, Arr AP2 block -10.0, C-LANA FP 0.7, Pemphigus Ab inh 122.7, V-ATPase pH 7.2, Keap1-Nrf2 PPI 1.1, NSD2 inh 0.6, CAL PDZ FP-1 -0.8, DAGLB inh 3.2 and CAL PDZ FP-2 -1.9.
`C/C(=N\N(C)C)c1ccc(OCCOc2ccc([N+](=O)[O-])cc2)cc1` gave Cardiac RTF inh 10.0, Arr AP2 block 29.0, C-LANA FP 0.2, Pemphigus Ab inh 97.4, V-ATPase pH -0.8, Keap1-Nrf2 PPI 2.5, NSD2 inh 15.1, CAL PDZ FP-1 -1.2, DAGLB inh -0.2 and CAL PDZ FP-2 -0.6.
COc1cc(OC)cc(N(C(=O)c2snc(C(N)=O)c2N)C(C(=O)NCC2CCCO2)c2ccc(C)o2)c1 (configuration not stated) was read as Cardiac RTF inh -1.8, Arr AP2 block 44.4, C-LANA FP 0.4, Pemphigus Ab inh 88.9, V-ATPase pH 1.0, Keap1-Nrf2 PPI 1.6, NSD2 inh -0.9, CAL PDZ FP-1 -1.6, DAGLB inh -0.5 and CAL PDZ FP-2 -3.2.
Screening CCOc1ccc(/C=C(\C#N)C(=O)NCC2CCCO2)cc1OCC (configuration not stated) returned Cardiac RTF inh -15.2, Arr AP2 block -4.6, C-LANA FP 0.0, Pemphigus Ab inh 124.5, V-ATPase pH 1.8, Keap1-Nrf2 PPI -4.7, NSD2 inh 14.5, CAL PDZ FP-1 -0.6, DAGLB inh -1.7 and CAL PDZ FP-2 -2.4.
Screening CC(C)(C)C(=O)/C=C1\NC(=O)CS1 returned Cardiac RTF inh -0.8, Arr AP2 block 13.5, C-LANA FP -0.4, V-ATPase pH -0.9, Keap1-Nrf2 PPI -6.4, NSD2 inh -1.2, CAL PDZ FP-1 -2.8, DAGLB inh 0.4 and CAL PDZ FP-2 -0.1.
`COc1ccccc1CNc1ncnc2sccc12` gave Cardiac RTF inh -5.8, Arr AP2 block 12.4, C-LANA FP -2.4, Pemphigus Ab inh 102.1, V-ATPase pH -4.7, Keap1-Nrf2 PPI -1.9, NSD2 inh -3.0, CAL PDZ FP-1 -3.5, DAGLB inh 0.3 and CAL PDZ FP-2 -0.1.
`NC(=O)CSc1nnc(COc2cccc3ccccc23)o1` gave Cardiac RTF inh -0.1, Arr AP2 block -10.2, C-LANA FP -1.6, Pemphigus Ab inh 123.9, V-ATPase pH -1.0, Keap1-Nrf2 PPI -4.5, NSD2 inh 2.4, CAL PDZ FP-1 -2.5, DAGLB inh 1.0 and CAL PDZ FP-2 -1.1.
`ONC=Nc1cccc2nonc12` gave Cardiac RTF inh -11.9, Arr AP2 block 1.5, C-LANA FP 0.4, V-ATPase pH 1.7, Keap1-Nrf2 PPI -4.0, NSD2 inh 0.9, CAL PDZ FP-1 -3.6, DAGLB inh -0.5 and CAL PDZ FP-2 -0.7.
CN1CCc2c(sc3c2c(=O)n(-c2ccccc2)c2n[nH]c(=S)n32)C1 was read as Cardiac RTF inh 5.2, Arr AP2 block -15.4, C-LANA FP -0.5, Pemphigus Ab inh 97.1, V-ATPase pH -4.1, Keap1-Nrf2 PPI -3.5, NSD2 inh 10.7, CAL PDZ FP-1 -2.4, DAGLB inh -1.6 and CAL PDZ FP-2 -2.6.
Screening COc1ccc(S(=O)(=O)N2CCN(C(=S)Nc3ccc(S(N)(=O)=O)cc3)CC2)cc1 returned Cardiac RTF inh -14.2, Arr AP2 block 21.5, C-LANA FP -0.6, Pemphigus Ab inh 101.2, V-ATPase pH -0.5, Keap1-Nrf2 PPI -0.5, NSD2 inh 27.6, CAL PDZ FP-1 -1.6, DAGLB inh -1.9 and CAL PDZ FP-2 -3.0.
Screening Cc1cccc(N2CCN(C(=S)Nc3ccc4nc(N5CCN(C)CC5)cc(C)c4c3)CC2C)c1 (configuration not stated) returned Cardiac RTF inh 8.7, Arr AP2 block 24.2, C-LANA FP 0.0, Pemphigus Ab inh 101.3, V-ATPase pH -1.0, Keap1-Nrf2 PPI 1.9, NSD2 inh 0.8, CAL PDZ FP-1 -2.4, DAGLB inh 1.0 and CAL PDZ FP-2 -1.5.
Screening Cc1ccc(CN(C(=O)Cc2cccs2)C(C(=O)NC2CCCC2)c2ccncc2)cc1 (configuration not stated) returned Cardiac RTF inh 1.7, Arr AP2 block 14.8, C-LANA FP 0.1, Pemphigus Ab inh 101.4, V-ATPase pH -10.9, Keap1-Nrf2 PPI -1.8, NSD2 inh 2.6, CAL PDZ FP-1 -2.3, DAGLB inh -3.3 and CAL PDZ FP-2 -2.4.
`COc1ccc(C(=O)CSc2nnc(CNC(=O)c3ccc(S(=O)(=O)N(C)C)cc3)o2)cc1` gave Cardiac RTF inh -3.2, Arr AP2 block 0.6, C-LANA FP 0.1, Pemphigus Ab inh 117.2, V-ATPase pH 2.6, Keap1-Nrf2 PPI -1.1, NSD2 inh 0.8, CAL PDZ FP-1 10.1, DAGLB inh -0.6 and CAL PDZ FP-2 -0.6.
Screening CCOC(=O)Cc1csc(N/C(=N/S(=O)(=O)c2cc(Br)ccc2OCC)c2ccccc2)n1 returned Cardiac RTF inh -27.2, Arr AP2 block 15.6, C-LANA FP -1.6, V-ATPase pH -1.0, Keap1-Nrf2 PPI -7.4, NSD2 inh 14.5, CAL PDZ FP-1 1.1, DAGLB inh 1.1 and CAL PDZ FP-2 0.0.
Screening O=c1[nH]c(=O)n(Cc2ccco2)c2c1C(C(F)(F)F)(C(F)(F)F)N=C(C1CCCCC1)N2 returned Cardiac RTF inh -1.5, Arr AP2 block -3.2, C-LANA FP 1.3, Pemphigus Ab inh 100.6, V-ATPase pH -1.2, Keap1-Nrf2 PPI -0.7, NSD2 inh -3.6, DAGLB inh 1.5 and CAL PDZ FP-2 0.0.
Screening COc1ccc(OC(=O)c2ccc(OC)c(S(=O)(=O)N3CCOCC3)c2)cc1 returned Cardiac RTF inh 7.7, Arr AP2 block -8.0, C-LANA FP -0.1, Pemphigus Ab inh 113.1, V-ATPase pH 1.4, Keap1-Nrf2 PPI -0.8, NSD2 inh 2.6, CAL PDZ FP-1 -2.1, DAGLB inh -1.2 and CAL PDZ FP-2 -1.9.
`Cc1cccc(N(CC(=O)NCc2ccco2)C(=O)CCC(=O)Nc2nccs2)c1` gave Cardiac RTF inh -3.1, Arr AP2 block -14.9, C-LANA FP 0.2, Pemphigus Ab inh 78.0, V-ATPase pH 2.4, Keap1-Nrf2 PPI -5.4, NSD2 inh 0.1, DAGLB inh 2.8 and CAL PDZ FP-2 0.0.

Source: PubChem BioAssay
